# Screens: PubChem, National Center for Advancing Translational Sciences (NCATS)
# GCN5L2 inh: inhibitors of human GCN5L2 histone acetyltransferase; GCN5L2 HAT assay, ThioGlo1 CoA-SH fluorescence; Potency, µM (highest dose often 58.9 µM), for inactives: at the top dose activity change, negative = inhibition, hits mostly inhibitors; AID 504327; Q92830; hit rate 0.21% among 390,000
#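 Free CoA generated was detected with ThioGlo1 (50uM) fluorescence at Ex340nm/Em540nm, read immediately and after 20 min at room temperature. Enzyme, 20 nM in HEPES pH 7.5 buffer, saw compounds 15 min before adding 75uM H3(1-25) peptide and 70uM acetyl-CoA.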
# TDP1 cell noCPT: qHTS for Inhibitors of human tyrosyl-DNA phosphodiesterase 1 (TDP1): qHTS in cells in absence of CPT; Potency, µM (highest dose often 46.2 µM), inactives show at the highest dose activity change, negative = growth inhibition, hits mostly inhibitors; DT40 Tdp1-/- hTDP1 cells, no CPT, ATP luminescence, 48 h; hit rate 15% among 420,000; note: nearly all actives have a fitted effect of over 55% in size
#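 Camptothecin absent (DMSO only). Human TDP1-complemented DT40 knockout cells, 400 cells/well, 37 °C for minimum 48 hr; ATP measured via CellTiter-Glo, 30 min dark incubation, luminescence.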
# TDP1 inh: inhibitors of human tyrosyl-DNA phosphodiesterase TDP1; recombinant TDP1, AlphaScreen DNA substrate cleavage; hit rate 0.28% among 350,000; Potency, µM (highest dose often 130 µM), without a hit: at the top dose activity change, negative = inhibition, most hits filed as inhibitors; note: nearly all actives have a fitted effect of over 40% in size
# Target sequence (Q9NUW8 whole entry, looked up): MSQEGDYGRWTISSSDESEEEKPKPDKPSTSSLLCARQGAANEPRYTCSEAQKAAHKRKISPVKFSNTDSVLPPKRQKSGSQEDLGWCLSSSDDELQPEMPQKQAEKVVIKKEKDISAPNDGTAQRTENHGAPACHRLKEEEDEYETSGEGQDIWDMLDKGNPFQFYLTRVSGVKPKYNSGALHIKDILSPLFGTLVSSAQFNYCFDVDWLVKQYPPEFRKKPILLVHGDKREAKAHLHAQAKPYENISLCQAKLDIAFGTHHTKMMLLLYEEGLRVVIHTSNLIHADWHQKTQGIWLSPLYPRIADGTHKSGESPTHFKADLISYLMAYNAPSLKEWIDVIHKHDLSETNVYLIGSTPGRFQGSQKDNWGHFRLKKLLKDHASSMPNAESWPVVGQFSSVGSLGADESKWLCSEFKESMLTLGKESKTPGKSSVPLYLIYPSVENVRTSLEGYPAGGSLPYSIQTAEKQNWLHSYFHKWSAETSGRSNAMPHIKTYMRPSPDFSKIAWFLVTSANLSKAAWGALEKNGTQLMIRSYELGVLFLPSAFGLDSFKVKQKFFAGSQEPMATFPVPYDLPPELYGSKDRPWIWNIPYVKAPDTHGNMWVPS
#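 AlphaScreen read-out: signal falls as enzyme removes the 3' tyrosine-FITC from a 5'-biotinylated DNA oligo (15 nM, 5 min, RT). Enzyme was E. coli-made recombinant Tdp1 at 1 nM, exposed to compound for 15 min beforehand; beads 10 ug/ml, 10 min.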
# Active calls of the source: *; ? = inconclusive; . = no result given; & = joins results of further samples; [ ] = dose if it differs, or a comment. Calls come from the whole dose curve; as a rule, active = well fitted curve in the direction sought with a large enough effect; inconclusive = small, poorly fitted or top-dose-only effect, or another doubt; inactive = no such curve, though single readings can be large; an effect the other way counts as inactive or inconclusive. % is set by controls: 0 for no effect and ±100 for the full control effect; potency is the fitted concentration of half-maximal effect.
# Sequence of screens – GCN5L2 inh	TDP1 cell noCPT	TDP1 inh
COc1ccc(CN(C(=O)c2cc3ccccc3oc2=O)C2CCS(=O)(=O)C2)cc1OC (centres undefined)
  -1%&-6%	-13%&3%	-1%
Cc1ccc2c(C)cc[n+](CCCS(=O)(=O)[O-])c2c1
  -3%	-14%	2%
COc1ccccc1N1CCN(C(=O)c2oc3ccc(Br)cc3c2C)CC1
  -15%	7.3µM*	3%
COc1ccc(C(C)=O)cc1CN1C(=O)NC2(CCCCC2C)C1=O (centres undefined)
  6%	3%	4%
CCOc1ccc(C2CC(c3ccccc3)Nc3nc(N)nn32)cc1 (centres undefined)
  -3%	-1%	2%
Cc1ccc(NC(=O)c2sc3nc[nH]c(=O)c3c2C)cc1Cl
  -16%	?	-1%
CCOc1ccc(N(C(C)C(=O)N/N=C(\C)c2cccc(NC(=O)c3ccccc3)c2)S(C)(=O)=O)cc1 (centres undefined)
  -14%	18µM*	6%
O=C(c1ccc(-c2ccccc2Cl)o1)N1CCN(c2ccccc2O)CC1
  -7%	?	-10%
Cc1cccc(C)c1NC(=S)NCc1ccccc1
  3%	-17%	6%
CCN(CC)S(=O)(=O)c1cccc(C(=O)N2CCCCC2)c1
  -5%	?	0%
CS(=O)(=O)c1ccc(C(=O)OCC(=O)NCC2CCCO2)cc1[N+](=O)[O-] (centres undefined)
  .	7.9µM*	1%
Cc1ccc(NC(=O)NC(=O)CSc2nnnn2C)c(C)c1
  -5%	-6%	4%
CC1(C)CC(Cc2nc(=S)[nH][nH]2)C(=O)O1 (centres undefined)
  14%	1%	5%
CCOC(=O)N1CCN(Cc2nc3cc(NC(=O)CC(C)C)ccc3n2C(C)C)CC1
  -4%	0.73µM*	5%
O=S(=O)(Nc1nc2ccccc2nc1Cl)c1ccc2c(c1)OCCO2
  -11%	?	5%

# Other entries
# Sequence of screens – GCN5L2 inh	TDP1 cell noCPT	TDP1 inh
O=C(NCc1cccs1)C1CCC(=O)N1C1CCCCC1 (centres undefined)
  -2%	-11%	4%
COc1ccc(OC)c(S(=O)(=O)N(C)CC(=O)O)c1
  -4%	?	2%
Cc1onc(-c2c(F)cccc2Cl)c1C(=O)NC(=S)Nc1c(C)n(C)n(-c2ccccc2)c1=O
  -3%	1%	-2%
CCOC(=O)c1c(S(=O)(=O)NCC(=O)Nc2ccc(F)cc2)c(C)n(C)c1C
  -2%	22%	2%
O=C(COC(=O)C1(c2ccccc2F)CCCC1)NCc1cccs1
  -4%	23µM*	0%
COc1c(Cl)cc(C(=O)Nc2cc(-c3nc4ccccc4[nH]3)ccc2C)cc1Cl
  -2%	?	-2%[2.28 µM]
CCn1c2ccccc2c2nnc(SCCCn3c(=O)[nH]c4ccccc43)nc21
  -10%	23µM*	8%
COc1cc(/C=N/N=C2\CC3CCC2(C)C3(C)C)ccc1O (centres undefined)
  .	0%	-2%
CN(C)S(=O)(=O)c1ccc(C(=O)Nc2ccc(S(=O)(=O)NC3=NCCCCC3)cc2)cc1
  1%	-4%	4%
CCOC(=O)c1c(NC(=O)c2cc(=O)c3ccc(C)cc3o2)sc(C)c1C
  -4%	-2%	6%
COC(=O)C1=C(NC(C)=O)CCS1
  3%	-5%	7%
CCCCC/C=C/C1=CC(=O)C[C@H](c2ccc(OC)cc2)C1
  -10%	-20%	-9%
Cc1c(NC(=O)Nc2ccc3c(c2)OCO3)c(=O)n(-c2ccccc2)n1C
  2%	5%	.
CCCOc1ccc(-c2nc3c(c(=O)[nH]c(=O)n3Cc3ccccc3)n2CCO)cc1OCC
  -1%	16µM*	6%
CCOC(=O)C1CCCN(C(=O)c2cc(Nc3ccc(OC)cc3OC)nc3ccccc23)C1 (centres undefined)
  -12%	21µM*	10%

# Other records follow.
# Sequence of screens – GCN5L2 inh	TDP1 cell noCPT	TDP1 inh
CC(C)(C)c1ccc(-c2n[nH]c(=S)n2CCCN2CCOCC2)cc1
  6%	-19%	3%
COC(=O)CCC(=O)OC1(C)C(=O)C2=CN(C(CO)CO)C(c3ccc(OC)cc3)=CC2=C(Br)C1=O (centres undefined)
  -13%	.	5%[21 µM]
Cc1ccccc1NS(=O)(=O)c1cc(C(=O)Nc2cccc([N+](=O)[O-])c2)ccc1C
  -9%	?	8%
N#CC(c1ccccc1)c1ccc(=O)[nH]n1 (centres undefined)
  -18%	-3%	10%
CCC(C)(C(=O)Nc1ccc(OC)cc1)N(C)C(=O)Cn1nnnc1N (centres undefined)
  -2%	0%	?
CC1=C(C(=O)OCc2ccccc2)C(c2ccccc2-c2ccccc2)NC(=O)N1CCCCCC(=O)O (centres undefined)
  -16%	?	3%&13%
O=C(Nc1nc(-c2ccccc2)cs1)c1cccnc1
  -4%	?	5%
Cc1cc2[nH]c(=O)c(=O)[nH]c2cc1S(=O)(=O)N1CCN(c2cccc(C)c2C)CC1
  -11%&-24%	-9%&-7%	-12%
CCN(CC)C(=O)CSc1nc2cc3c(cc2c(=O)n1CCCC(=O)NCc1ccc2c(c1)OCO2)OCO3
  2%	16µM*	0%
CS/C(N)=N/N=C/c1c(O)ccc2ccccc12
  -8%	3.7µM*	6%
OCC1OC([S-])[C@H](O)C(O)C1O.[Au+] (some centres undefined)
  11µM*	.	?
Cc1ccc(C(=O)NC(=S)NCCN2CCOCC2)cc1
  6%	-7%	1%
CNC(=O)c1ccc(NC(=O)/C=C/c2cccc(F)c2)cc1
  -4%	7%	-1%
Fc1ccc(CNc2ccc(N3CCN(Cc4ccccc4)CC3)cc2)cc1
  -17%	?	14%
Cn1nnnc1SCC(=O)Nc1cc(S(=O)(=O)N2CCCCC2)ccc1Cl
  -4%	23µM*	0%

# Next part:
# Sequence of screens – GCN5L2 inh	TDP1 cell noCPT	TDP1 inh
Cc1ccc(C(=O)OCC(=O)NCCN2C(=O)CSC2=O)cc1
  0%	-1%	8%
O=C1NC2(CCCCCC2)Cc2ccccc21
  -7%	0%	7%
O=C(/C=C/c1c(Cl)cccc1Cl)N1CCN(c2ncccn2)CC1
  -7%	?	6%
COc1cccc(OCCCN2CCCCCC2)c1
  22%	2%	-3%
CCOC(=O)c1ccc(-c2cc(C)no2)[nH]1
  0%	?	0%
COc1cccc(C(N)CC(=O)O)c1 (centres undefined)
  2%	.	0%
CS(=O)(=O)Nc1cccc(-c2cncnc2Nc2ccccc2)c1
  -6%	-2%	.
CC(C)(C)CN1CCNC[C@H]1Cc1cccc2ccccc12
  -9%	?	0%
COc1ccc(CNC(=O)C(C)OC(=O)Cn2cnc3c2c(=O)n(C)c(=O)n3C)cc1 (centres undefined)
  0%	-1%	2%
C=CCc1cccc2cc(C(=O)NNC(=O)c3ccncc3)c(=O)oc12
  0%	-22%	0%
COc1ccc(-n2c(=O)c(-c3cccs3)nc3cncnc32)cc1
  -13%	12%	.
Clc1nccc2c1ccc1ccccc12
  -1%&3%	4%	-1%
COC(=O)c1cc(-c2ccc(OC)c(OC)c2)c2c(=O)[nH]c(=O)n(C)c2n1
  -13%&-1%	7%&-6%	3%
CC1(C)CC(=O)C(C=NCCCO)=C(O)C1
  -1%	3%	6%
Cc1csc2c(N3CCCCC3)ncnc12
  0%	-17%	6%

# (more compounds)
# Sequence of screens – GCN5L2 inh	TDP1 cell noCPT	TDP1 inh
Cc1cc(=O)oc2cc(OCC(=O)NC3CCN(Cc4ccccc4)CC3)c(Cl)cc12
  0%	?	4%
Cc1ccc(N=C2C(=O)Nc3ccccc32)c(C)c1
  -12%	-4%	.
Cc1oc2c(c1C(=O)Nc1ccc(F)c(F)c1)C1=NCCN1C=N2
  -5%	-28%	7%
Cc1ccc(S(=O)(=O)N2CCCCC2)cc1NC(=O)Cn1ccsc1=N
  -1%	?	4%
Cc1ccc(CN(CC(=O)NC2CCCC2)C(=O)CSc2nnc(COc3ccccc3)o2)cc1
  -18%	-26%	7%
O=C(CSCc1ccccc1)N/N=C/c1cc2c(cc1Br)OCO2
  -1%	18µM*	5%
COc1ccc(NC(=O)CC2C(=O)N(c3ccccc3)C(=O)N2CCc2sccc2C)cc1 (centres undefined)
  0%	16µM*	1%
CCN1C(=O)[C@@H]2[C@H](C1=O)[C@@H]1C(=O)Nc3ccccc3C(=O)N1[C@@H]2c1cccc(Cl)c1
  -3%	-12%	.
Cc1[nH]n(-c2ccc(Br)cc2)c(=O)c1C=Nc1ccc(S(=O)(=O)Nc2nccs2)cc1
  -6%	?	9%
O=C(Nc1ccccc1)Nc1ccc2snnc2c1
  -4%	18µM*	2%[56.1 µM]
COc1ccc(/C(O)=C/C(=O)C(=O)NNC(=O)C(O)(c2ccccc2)c2ccccc2)cc1
  -6%	-27%	-1%
O=C(Nc1cccc(Cl)c1)c1nc[nH]c1C(=O)NCc1ccccc1
  0%	?	1%
Cn1c(=O)cc(OCCCC(=O)Nc2ccc(F)cc2)c2ccccc21
  -5%	15µM*	7%
Cc1cc(Br)ccc1NC(=O)CNC(=O)CSc1n[nH]c(N)n1
  1%	-1%	0%
CCOC(=O)/C(C#N)=C(\N)C(C)C(=O)Nc1ccccn1 (centres undefined)
  -7%	-4%	-1%

# Gathered by group: the compounds so far containing a cyano group (two)
# Sequence of screens – GCN5L2 inh	TDP1 cell noCPT	TDP1 inh
N#CC(c1ccccc1)c1ccc(=O)[nH]n1 (centres undefined)
  -18%	-3%	10%
CCOC(=O)/C(C#N)=C(\N)C(C)C(=O)Nc1ccccn1 (centres undefined)
  -7%	-4%	-1%

# By substructure, those above with an aryl thioether with sulfur outside any ring (six)
# Sequence of screens – GCN5L2 inh	TDP1 cell noCPT	TDP1 inh
Cc1ccc(NC(=O)NC(=O)CSc2nnnn2C)c(C)c1
  -5%	-6%	4%
CCn1c2ccccc2c2nnc(SCCCn3c(=O)[nH]c4ccccc43)nc21
  -10%	23µM*	8%
CCN(CC)C(=O)CSc1nc2cc3c(cc2c(=O)n1CCCC(=O)NCc1ccc2c(c1)OCO2)OCO3
  2%	16µM*	0%
Cn1nnnc1SCC(=O)Nc1cc(S(=O)(=O)N2CCCCC2)ccc1Cl
  -4%	23µM*	0%
Cc1ccc(CN(CC(=O)NC2CCCC2)C(=O)CSc2nnc(COc3ccccc3)o2)cc1
  -18%	-26%	7%
Cc1cc(Br)ccc1NC(=O)CNC(=O)CSc1n[nH]c(N)n1
  1%	-1%	0%

# Additional entries.
# Sequence of screens – GCN5L2 inh	TDP1 cell noCPT	TDP1 inh
O=c1[nH]c(-[n+]2ccccc2)c(/C=N/NC([S-])=Nc2ccccc2)s1
  -6%	-7%	4%
COc1ccccc1-c1c(C)oc2c(CN3CCN(C)CC3)c(O)ccc2c1=O
  0%	-3%	5%
S=c1[nH]nc(-c2cc(-c3ccccc3)n[nH]2)n1/N=C/c1ccc(Cl)c(Cl)c1
  -29%	?	79µM*
CN(c1ccc(C(=O)NCCSCc2ccccc2)cc1)S(=O)(=O)c1ccccc1
  -16%	?	4%
O=C(NCc1ccco1)c1csc(Nc2ccccc2Cl)n1
  -12%	-21%	4%
CCCCOc1ccc(C(CC(=O)NC)C(=O)O)cc1 (centres undefined)
  -8%	21%	2%
Cn1ncc2c(NNC(=O)c3ccc(Cl)c(Cl)c3)ncnc21
  -1%	?	11%
Cc1ccc(C)c(Cn2c(=O)n(CCCCC(=O)NCc3ccccc3Cl)c(=O)c3ccccc32)c1
  -4%	7.3µM*	-1%
COc1cccc(-n2c(N)c(C#N)c3ccc([N+](=O)[O-])cc3c2=O)c1
  -5%	.	0%
COc1ccccc1OCCNC(=O)C1CC(=O)N(Cc2ccccc2)C1 (centres undefined)
  -2%	1%	2%
O=C(/C=C/c1ccccc1)N1CCN(c2ccccn2)CC1
  -4%	-14%	3%
COc1ccc(Oc2ncc3nc(-c4cc(F)cc(F)c4)c(=O)n(C)c3n2)cc1
  -22%	-23%	.
CCc1ccc2[nH]cc(C(=O)N3CCCCCC3)c(=O)c2c1
  3%	-1%	-1%
N/C(COc1ccccc1)=N\NC(=O)c1cccnc1Oc1ccccc1
  -5%	?	11%
CCOc1ccccc1NC(=O)N1CCN(Cc2cc(=O)n3nc(-c4ccc(C)cc4)sc3n2)CC1
  -7%	0%	-3%

# Carrying on:
# Sequence of screens – GCN5L2 inh	TDP1 cell noCPT	TDP1 inh
Cc1ccc(-c2cc(C(=O)O)n(-c3ccc(S(N)(=O)=O)cc3)n2)cc1
  16%	-2%	3%
COCCOC(=O)c1[nH]c2c(c1C)C(=O)CC(c1ccc(OC)cc1)C2 (centres undefined)
  2%	-13%	.
CC(=O)c1ccc(NC(=O)CCn2c(=S)oc3ccccc32)cc1
  1%	5%	.
CCn1c2ccccc2c2nnc(SCCN3CCCCC3)nc21
  0%&-3%	?	4%
Cc1ccc(C(=O)N(Cc2nnc(-c3ccc(Cl)cc3)o2)C2CC2)o1
  -11%	-27%	1%
CCOC(=O)C(C(=O)N(C)C)c1ncc(C(F)(F)F)cc1Cl (centres undefined)
  -1%	-16%	3%

# This is a subset; count on the stated rates, not on these rows.
